KOR beta-arrestin-1: KOR antagonists, beta-arrestin recruitment, cell-based, luminescence, uHTS (AID 1778). KOR beta-arrestin recruitment, luminescence, antagonist mode; higher % means a stronger effect. inhibition, % at 10 µM; hits with a dose series show IC50 in µM. 290,000 tested, 0.091% active; note: strong numbers were not always called active
NOD1 inhibition: inhibition of NOD1-driven NF-kB reporter – cell-based, luminescence, uHTS, primary screen (AID 1578); NOD1-driven NF-kB luciferase reporter cells, luminescence; higher % means a stronger effect; one-dose inhibition, % at 4 µM; EC50 in µM for titrated hits; 290,000 tested, 1% active; in the data active = inhibition mostly above about 36%, no sharp cut-off; inactive = mostly below about 34%;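 note: HEK-293T reporter cells stimulated with the NOD1 agonist gamma-tri-DAP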
NTR1 ag: agonists of NTR1, primary screen, imaging, U2OS cells, beta-arrestin-GFP, high content (AID 493036); 330,000 tested, 0.17% active; NTR1-U2OS beta-arrestin-GFP spot imaging, agonist mode; activation, % at 20 µM;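 active = activation at or above 40% of the spot to cytoplasm intensity ratio, with at least 20 cells analyzed; inconclusive = wells under 20 cells, flagged as cytotoxic or low count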;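 note: 0% = DMSO without peptide and 100% = 100 nM NTR1 peptide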
Target sequence (P30989 whole entry, looked up): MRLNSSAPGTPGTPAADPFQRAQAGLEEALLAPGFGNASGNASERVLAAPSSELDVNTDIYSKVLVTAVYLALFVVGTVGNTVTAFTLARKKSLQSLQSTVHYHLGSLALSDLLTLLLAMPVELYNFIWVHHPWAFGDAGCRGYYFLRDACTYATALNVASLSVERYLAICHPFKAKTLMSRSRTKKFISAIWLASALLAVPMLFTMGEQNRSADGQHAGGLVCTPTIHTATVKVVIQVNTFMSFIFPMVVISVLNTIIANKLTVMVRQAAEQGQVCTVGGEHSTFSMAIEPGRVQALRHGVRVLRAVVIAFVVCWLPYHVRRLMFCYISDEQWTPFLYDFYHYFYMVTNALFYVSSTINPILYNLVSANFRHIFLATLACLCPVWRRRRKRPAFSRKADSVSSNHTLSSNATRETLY
GPR55 activation: selective activators of receptor GPR55 – imaging, U2OS cells, beta-arrestin-GFP redistribution, primary screen (AID 1961). U2OS GPR55 beta-arrestin-GFP redistribution imaging; higher % means a stronger effect. 290,000 tested, 0.048% active. activation, % at 10 µM; hits with a dose series show EC50 in µM;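 active = activation above 40% with more than 50 cells counted in the well; inconclusive = wells holding fewer than 50 cells, flagged as toxic or sparse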;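 note: U2OS osteosarcoma cells stably expressing GPR55 and beta-arrestin-GFP; plate controls were DMSO negative control for no effect and LPI positive control for full effect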
Yfh1-off respiration: enhancers of respiration in Yfh1-depleted yeast, dose response, Friedreich's ataxia, plus single-dose screen (AID 1465). 220,000 tested, 0.074% active. fold induction at 50 µM, or EC50 in µM where a hit was titrated. S. cerevisiae Yfh1-off respiration, WST-1 reduction, 72 h; higher fold induction means a stronger effect;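 active = fold induction of absorbance versus untreated yeast above a set limit, then at least 30% activation at any dose in follow-up; inconclusive = repeats straddling the limit, or above it without dose testing; inactive = fold induction below the set limit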;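 note: activators that raise dye reduction in frataxin-depleted yeast; strong numbers were not always called active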
HEK293 NOD2/NF-kB: NOD2 signaling inhibitors, cell-based, luminescence, uHTS, HEK293 (AID 1566) | HEK293 NOD2/NF-kB luciferase reporter, luminescence; higher % means a stronger effect | inhibition, % at 4 µM, or EC50 in µM where a hit was titrated | 290,000 tested, 0.63% active; note: many of its hits are not listed in these tables
TNAP activators: stimulation of alkaline phosphatase TNAP activity – biochemical, luminescent, no phosphate acceptor, uHTS, primary screen (AID 1001); purified TNAP, luminescent activation assay, no phosphate acceptor; higher activation fold means a stronger effect; 200,000 tested, 0.03% active; activation fold at 20 µM, or EC50 in µM where a hit was titrated; in the data active = activation fold from about 3, or a potency from the dose series; inactive = the rest, 99 in 100 with activation fold below about 1.6; note: many of its hits are not listed in these tables
KOR beta-arrestin-2: KOR agonists, beta-arrestin recruitment, primary screen, cell-based, luminescence, uHTS (AID 1777). 280,000 tested, 0.02% active. one-dose activation, % at 10 µM; EC50 in µM for titrated hits. KOR beta-arrestin recruitment, luminescence; higher % means a stronger effect; in the data active = activation above about 50%, passing the limit was not always enough; note: a part of the inactive calls stands beside numbers as strong as those of hits
CSM14.1 death rescue: protection against thapsigargin-triggered cell killing – 384-well, CSM14.1, ATP luminescence, primary screen (AID 1222); CSM14.1 thapsigargin-induced death rescue, ATP luminescence; higher % means a stronger effect; one-dose cellular ATP content (survival), % at 20 µM; EC50 in µM for titrated hits; 190,000 tested, under 10 active;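 active = EC50 below 50 µM in the dose-response confirmation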;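 note: death triggered by thapsigargin at about 15 µM added after 2 h compound pretreatment; cell ATP read after overnight thapsigargin exposure of roughly 18 to 22 hours; normalized against plate controls of thapsigargin alone and 5% DMSO vehicle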
NTR1 ag cell count 20 µM: second read-out of NTR1 ag, no call of its own (marks repeat the call); cell count; measured here: cell count, cytotoxicity flag
* = called active by the depositor; i = inactive; u = inconclusive; x = not tested or not shown; [ ] = remark or other dose. Cut-off read from the data, not from the text of the source, unless noted: active = inhibition above about 50%; inactive = the rest. An excerpt. The share of hits here may be higher or lower than overall.

SMILES	KOR beta-arrestin-1	NOD1 inhibition	NTR1 ag	NTR1 ag cell count 20 µM	GPR55 activation	Yfh1-off respiration	HEK293 NOD2/NF-kB	TNAP activators	KOR beta-arrestin-2	CSM14.1 death rescue
Cn1c(=O)c2c(nc(NC3CCCC3)n2C)n(C)c1=O	19%	-6%	2.0	45	-0.1%	x	12%	x	-1.1%	x
CCCCCc1ccc(-c2ccc(=O)[nH]n2)cc1	14%	-18%	2.2	62	-0.2%	x	9%	1	0.0%	-1.6%
O=C(NCC(F)(F)F)Nc1nnc(C(F)(F)F)s1	-48%	2%	0.5	47	1.2%	i	11%	1.1	2.8%	-0.8%
Cc1[nH]n(-c2ccccc2)c(=O)c1N=Nc1cccc([N+](=O)[O-])c1	-18%[20 µM]	-18%	4.8	65	-0.1%	x	17%	x	1.7%	x
O=C(Nc1ccccc1C(=O)O)c1ccccc1	-10%	-21%	0.1	58	-0.1%	i	10%	1.3	-6.0%	-1.0%
Cc1cc(C)cc(N(C(=O)Cn2nnc3ccccc32)C(C(=O)NCc2ccco2)c2ccncc2)c1 (configuration not stated)	-48%	14%	0.7	48	0.0%	i	-9%	1.1	-1.2%	3.4%
CCc1ccc2nc3n[nH]c(N)c3cc2c1	7%	22%	2.0	96	-0.1%	i	-50%	1.1	-2.5%	-2.0%
Cc1ccc(S(=O)(=O)Nc2ccc(S(=O)(=O)Nc3nccs3)cc2)c([N+](=O)[O-])c1	10%	-44%	1.3	64	-0.1%	x	-4%	x	1.7%	x
COc1ccc(N2CCN(C3CCCN(Cc4ccc(F)cc4Cl)C3)CC2)cc1 (configuration not stated)	-34%[20 µM]	-26%	0.7	61	-0.3%	x	-15%	x	-2.6%	x
C=C(C)Cc1c(C)c(C#N)c2[nH]c3ccccc3n2c1=O	-23%	19%	9.8	85	-0.1%	x	37%	x	3.9%	x
COCCn1c(SCC(=O)NC2CCCC2)nc2c(c1=O)SCC2	4%	10%	-0.7	52	0.4%	x	-4%	x	-1.1%	x
O=C(CCCl)Nc1nnc(SCC(=O)NC2CCCC2)s1	-10%	1%	0.2	47	-0.2%	x	21%	x	-6.0%	x
CCC(c1nnc(SCC(=O)Nc2ccc(S(N)(=O)=O)cc2)n1Cc1ccccc1)N(C)C (configuration not stated)	7%	-31%	2.2	36	0.8%	i	9%	1.1	2.5%	-0.2%
CCN1CCN(C(=O)Cn2ncc3c([nH]c4ccc(C)cc43)c2=O)CC1	-34%	-2%	0.2	75	0.8%	x	18%	x	5.8%	x
CCOc1ccc(OCC)c(NC(=O)C2CCN(S(=O)(=O)c3cnc[nH]3)CC2)c1	34%	x	-0.6	53	-0.1%	i	4%	1	-0.9%	x
O=C(Nc1ccc(S(=O)(=O)Nc2ncccn2)cc1)c1cccc(S(=O)(=O)N2CCCC2)c1	27%	-8%	1.1	50	-1.9%	i	4%	x	-1.7%	x
CC(=O)N(NC(=O)c1ccc(C)cc1)C1CC(=O)N(c2ccccc2Cl)C1=O (configuration not stated)	-5%	1%	-0.2	42	-0.2%	i	5%	1	-0.2%	0.8%
CN(C)S(=O)(=O)N1CCC(c2ccc(F)cc2)C(COc2ccc3c(c2)OCO3)C1 (configuration not stated)	-45%	6%	2.1	50	-0.3%	i	-41%	1.1	-8.3%	2.9%
CC(C)c1ccc(NC(=O)N2CCC(c3nc4ccccc4o3)CC2)cc1	-19%	4%	3.5	81	0.1%	i	10%	1.1	-0.1%	-1.1%
COc1ccc(/C=C2\N=C(C)N(c3ccc4ccccc4c3)C2=O)cc1OC	9%	15%	4.7	71	-0.3%	i	24%	0.9	0.7%	-0.9%
CCc1ccc2c(c1)c(N=NC1=NC(=O)CS1)c(O)n2C	3%	10%	-0.9	44	0.3%	x	26%	0.9	-3.4%	-0.5%
CCOC(=O)C(NCc1ccccc1OC)(NC(=O)CC)C(F)(F)F (configuration not stated)	-28%	-10%	-2.2	63	-0.1%	i	-8%	1.1	2.9%	0.5%
COc1cc(C(=O)NC(=S)Nc2ccccc2N2CCCC2)cc(OC)c1OC	-15%	2%	3.4	43	-0.1%	x	7%	x	0.2%	x
Cc1nn(-c2cc(C)c3ccccc3n2)c2c1CCC2	15%	-31%	4.4	78	-0.2%	i	-33%	1.1	-3.8%	1.0%
CC1CN(C(=O)COC(=O)c2cc([N+](=O)[O-])ccc2Cl)CC(C)O1 (configuration not stated)	-5%	-40%	3.2	59	-0.1%	i	-9%	1.1	-3.1%	-1.9%
SMILES	KOR beta-arrestin-1	NOD1 inhibition	NTR1 ag	NTR1 ag cell count 20 µM	GPR55 activation	Yfh1-off respiration	HEK293 NOD2/NF-kB	TNAP activators	KOR beta-arrestin-2	CSM14.1 death rescue
COc1ccc(C(C(=O)NCc2ccccc2)N(C(=O)c2snc(C(N)=O)c2N)c2ccccc2OC)cc1OC (configuration not stated)	29%	-1%	1.2	50	0.3%	x	13%	x	-2.6%	x
COc1cccc(/C=N/NC(=O)Cn2cnc3c2c(=O)n(C)c(=O)n3C)c1OC	x	14%	-0.2	49	0.2%	i	4%	x	x	x
CCOC(=O)Nc1ccc2c(c1)Nc1ccccc1S2	-49%	-30%	-0.1	61	-0.1%	i	7%	1	2.6%	1.4%
Cc1c(-c2ccccc2)oc2c(C(=O)N3CCN(c4ccccc4F)CC3)cccc2c1=O	26%	33%	8.7	44	-0.3%	i	26%	1.1	7.1%	16%
CCOc1cccc(OCCOCCn2cnc3ccccc3c2=O)c1	30%	-12%	-0.1	48	-0.1%	i	-4%	1.1	-0.8%	-0.3%
Cc1ccc2c(c1)COc1c3ccc(C(=O)NCC4CC4)cc3nn1-2	5%	-2%	5.1	62	0.4%	i	-40%	x	-0.7%	x
O=C(Nc1ccc2c(c1)OCO2)N1CCN(c2cccc(C(F)(F)F)c2)CC1	-18%	x	-0.6	73	-0.1%	i	-106%	1.1	2.6%	x
COc1cccc(CNC(=O)c2c[nH]n3c(=O)c(Cl)c(C)nc23)c1	-62%	-24%	0.2	36	0.5%	i	-4%	1.1	5.4%	-2.0%
CCOC(=O)N1CCC(NS(=O)(=O)c2ccc3c(c2)C(C)(C)C(=O)N3C)CC1	15%	7%	2.1	71	-0.1%	i	15%	1.1	0.7%	-0.4%
COC(=O)c1c(C)[nH]c(C)c1-c1ccccc1	2%	-2%	-1.1	32	-0.2%	i	16%	1	1.8%	-1.4%
COc1ccc2nccc(C(N)=O)c2c1	19%	-9%	0.7	68	0.0%	i	10%	x	0.3%	x
Cc1cc[n+](CC(=O)N2CCCc3ccccc32)cc1	23%	-30%	0.5	46	-0.4%	i	8%	1.1	-7.4%	-7.3%
Cc1cc(C(=O)NCc2ccc(S(N)(=O)=O)cc2)c(C)o1	4%	-14%	1.9	62	-0.2%	i	-3%	1.1	6.6%	6.6%
O=C(Cc1ccccc1)Nc1cc2c(cc1Cl)OCCCO2	-26%	-60%	0.1	60	2.4%	x	-47%	x	-0.4%	x
CC(C)Oc1ccccc1OCCN(C)C	-14%	2%	1.8	48	0.1%	i	3%	1.1	1.0%	-2.5%
CC1=C(C(N)=O)C(c2cccnc2)n2nc(-c3cccc(Cl)c3)nc2N1 (configuration not stated)	-20%	-11%	-0.5	72	-0.3%	i	2%	1.1	3.2%	-2.2%
O=C(Nc1ccc(S(=O)(=O)N2CCCCC2)cc1)C1CCCCC1	5%	10%	1.2	48	u	x	8%	x	-4.1%	x
C=CCNC(=S)NNC(=O)c1ccccc1	23%	4%	0.0	79	0.0%	i	4%	1.4	-5.0%	0.4%
CC(=O)Nc1nc(NC(=O)/C=C/c2ccccc2)n(-c2ccccc2)n1	35%	-14%	-0.8	50	-0.2%	i	17%	1	2.3%	-0.3%
O=C1N=c2ccc(Br)cc2=C1c1sc(=S)n(NS(=O)(=O)c2ccccc2)c1O	-51%	-31%	-0.5	92	-0.3%	i	14%	0.7	-1.2%	-1.2%
Cn1c(=O)c2c(nc(NCC3CCCC(CN)C3)n2Cc2ccc(Cl)cc2Cl)n(C)c1=O (configuration not stated)	-2%	0%	0.1	89	0.2%	x	19%	x	-1.3%	x
O=c1c2ccccc2nc2n1CCN2Cc1ccc(Cl)cc1	-4%	32%	0.1	56	0.2%	i	32%	1	-2.4%	-2.9%
CCCCN(C)C(=O)c1cn(-c2cccc(OC)c2)c(=O)c2ccccc12	10%	-5%	0.7	82	-0.1%	x	16%	x	-8.5%	x
COc1ccc(N2CC(C(=O)NCCS(=O)(=O)N3CCN(c4ccccc4)CC3)CC2=O)cc1 (configuration not stated)	2%	-14%	0.0	54	-0.2%	x	8%	x	-2.8%	x
CCC12CN3CCN(CC(C3)/C1=N\NC(=O)c1ccc(C(C)(C)C)cc1)C2	-3%	-30%	-0.7	66	-0.2%	i	-1%	1.2	-2.0%	-1.0%
SMILES	KOR beta-arrestin-1	NOD1 inhibition	NTR1 ag	NTR1 ag cell count 20 µM	GPR55 activation	Yfh1-off respiration	HEK293 NOD2/NF-kB	TNAP activators	KOR beta-arrestin-2	CSM14.1 death rescue
Cc1cc(C(=O)OCC(=O)c2ccc(Br)s2)c(C)o1	13%	-13%	0.7	49	0.3%	x	8%	1.1	-2.1%	0.6%
CC(C)CNC(=O)c1ccccc1NC(=O)Nc1ccccc1	18%	-17%	-0.5	81	-0.1%	i	13%	1	-1.3%	-0.8%
COc1ccc(S(=O)(=O)N(C)CC(=O)NCCC2=CCCCC2)cc1	11%	-20%	-2.4	50	-0.1%	i	11%	1.1	-1.0%	-0.4%
CC(C)C(=O)NC(=S)Nc1ccccc1C(=O)Nc1ccccc1	12%	7%	3.9	29	-0.1%	i	12%	x	1.8%	0.6%
COC(=O)C(CC(C)C)NC(=O)/C=C/c1ccccc1Cl (configuration not stated)	-19%	-24%	0.3	49	0.5%	i	6%	1.1	3.6%	-1.9%
O=C(CSc1nnc(-c2cccnc2)s1)Nc1cccc(C(=O)O)c1	2%	8%	1.7	96	-0.1%	i	10%	1.1	2.4%	-1.9%
COc1ccccc1OCCOC(=O)Nc1ccccc1	-23%	-32%	-0.8	59	-0.3%	i	-29%	1.1	-0.6%	-1.8%
CN(CCc1ccccn1)C(=O)c1cccnc1Oc1ccccc1	30%	-1%	0.5	48	0.1%	i	12%	x	1.2%	x
C/C(=C\c1ccccc1)CN1CCN(c2cccc(Cl)c2)CC1	-29%	28%	1.4	53	-0.1%	i	-6%	1	-1.1%	-1.0%
COc1ccc(C(=O)NC2CCN(C(=O)Nc3ccc(F)cc3)CC2)cc1	-59%	-9%	-0.2	50	0.0%	x	-1%	x	1.5%	x
CCC(=O)NS(=O)(=O)c1ccc(N=NN2CCCCC2)cc1	13%	-11%	-1.9	80	-0.6%	i	-3%	1.1	0.3%	8.1%

Screening results from PubChem BioAssay.
